Screening data deposited in PubChem BioAssay by The Scripps Research Institute Molecular Screening Center.
MITF inh = MITF inhibitors, primary screen, biochemical, AlphaScreen, human | AlphaScreen MITF homodimerization, bead proximity signal | AID 1259374, 2018 | actives 0.91% (n = 650,000) | inhibition, % at 2.6 µM; in the data active means inhibition above about 50%;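 further: 0% = vehicle wells with protein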
FBW7 activator = FBW7 E3 ligase activators, primary screen, biochemical, AlphaScreen, human; F-box/WD repeat-containing protein 7 (Homo sapiens), Q969H0; AlphaScreen FBW7–phospho-cyclin E peptide binding, activator screen; normalized activity (activation), % at 26.1 µM; actives 0.13% (n = 650,000); AID 1259310, 2017; in the data active means normalized activity above about 1.9%;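 further: purified mutant Fbw7 with reduced substrate affinity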
Target sequence (Q969H0 whole entry, looked up): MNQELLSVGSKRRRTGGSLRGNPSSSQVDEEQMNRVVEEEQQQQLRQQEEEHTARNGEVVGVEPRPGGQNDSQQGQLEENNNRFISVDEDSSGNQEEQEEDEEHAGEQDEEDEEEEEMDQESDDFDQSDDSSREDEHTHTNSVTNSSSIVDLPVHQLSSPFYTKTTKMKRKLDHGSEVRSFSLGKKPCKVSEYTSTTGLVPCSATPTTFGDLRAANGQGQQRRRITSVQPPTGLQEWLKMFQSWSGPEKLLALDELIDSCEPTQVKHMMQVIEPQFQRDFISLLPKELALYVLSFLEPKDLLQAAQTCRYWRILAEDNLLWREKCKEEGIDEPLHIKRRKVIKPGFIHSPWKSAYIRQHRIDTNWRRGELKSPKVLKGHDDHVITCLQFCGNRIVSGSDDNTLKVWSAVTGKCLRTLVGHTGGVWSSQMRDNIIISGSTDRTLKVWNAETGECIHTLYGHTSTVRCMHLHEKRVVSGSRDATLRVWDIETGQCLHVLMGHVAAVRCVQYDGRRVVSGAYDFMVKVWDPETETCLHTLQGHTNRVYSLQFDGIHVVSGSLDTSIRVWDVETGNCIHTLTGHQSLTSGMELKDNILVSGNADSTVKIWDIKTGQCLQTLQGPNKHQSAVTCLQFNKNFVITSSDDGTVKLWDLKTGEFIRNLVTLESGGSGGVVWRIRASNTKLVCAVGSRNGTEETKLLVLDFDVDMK
TEAD-YAP inh = TEAD-YAP interaction inhibition, primary screen, TEAD-YAP interaction inhibitor project, luminescence, HEK-TIYL cells; actives 1.4% (n = 640,000); TEAD-Gal4/YAP UAS-luciferase luminescence; inhibition, % at 9.12 µM; in the data active means inhibition above about 32%;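 further: 0% = median of test compound wells and 100% = reference inhibitor wells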
GPR151 activ = activators of human GPR151, primary screen, cell-based, PathHunter beta-arrestin, luminescence | actives 1% (n = 650,000) | PathHunter beta-arrestin GPR151 cells | activation, % at 11.2 µM | AID 1508602, 2020 | G-protein coupled receptor 151 (Homo sapiens), Q8TDV0; in the data active means activation above about 4.9%;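 further: 0% = median of compound wells and 100% = cells with positive control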
Starred values were filed as active, the others as inactive; & = joins results of further samples. No enrichment for hits (roughly 3.4% active in at least one column).

SMILES,MITF inh,FBW7 activator,TEAD-YAP inh,GPR151 activ
CCOC(=O)C1CCN(C(=O)Cn2cnc3sc(C)c(S(=O)(=O)N4CCOCC4)c3c2=O)CC1,11,0.1,3,2.8
COCCN1CC2=C(C1=O)C(c1ccc(F)cc1)NC(=O)N2 (stereo not drawn),11,-0.1,-8,-0.9
CC1=CC2=NC(=O)/C(=C\c3cc(C)n(-c4ccccc4)c3C)C(=N)N2O1,10,0.1,-2,-0.5
O=C(CSc1nc2ccsc2c(=O)n1Cc1ccc(F)cc1)NC1CCCCC1,1,0.1,5,-0.4
COc1cc(C(=O)Nc2ccc(NC(=O)c3cccc(F)c3)nc2)cc(OC)c1OC,-2,-0.1,17,0.9
NC(=O)C1CC(O)CN1C(=S)Nc1ccc(OC(F)F)cc1 (stereo not drawn),-1,0.0,9,1.6
COCCNc1ccc([N+](=O)[O-])cc1C(N)=O,5,0.1,-4,-0.3
COc1ccc(-n2nc(C(=O)N3CCCCC3C)c3ccccc3c2=O)cc1 (stereo not drawn),-19,-0.1,3,0.0
CN(Cc1ccco1)S(=O)(=O)c1cccc(C(=O)O)c1,11,0.5,-1,0.3
CSc1nnc2c(n1)OC(c1ccccc1OCC(=O)O)Nc1ccc(Br)cc1-2 (stereo not drawn),2,0.1,-2,1.7
NC(=O)c1ccnc(-c2cccc(N)c2)c1,4,-0.1,2,1.8
COc1cccc2cc(C(=O)Oc3ccc(Cl)cc3)c(=O)oc12,-11,-0.2,-14,0.4
Nc1c(C(=O)c2ccc([N+](=O)[O-])cc2)sc2nc(-c3cccs3)cc(C(F)(F)F)c12,0,-0.1,4,1.2
CC12CCC(CN(CC(O)Cn3c4ccccc4c4cc(I)ccc43)C1)C2(C)C (stereo not drawn),22,1.2,-6,-0.4
CN1C(=O)c2ccc(NC(=O)c3c(C(=O)O)cccc3[N+](=O)[O-])cc2C1=O,8,0.2,1,0.8
CCCCCCCC/C=C\CCCCCCCC(=O)NCCc1ccc(O)c(O)c1,-20&17,0.1,-10,0.2&-1.6
Cc1ccc(NC(=O)c2ccc(NC(N)=O)cc2)cc1,-11,-0.1,-29,0.7
CC(=O)N1c2ccccc2N2C(c3c(C)c(C)cc(C)c3C)=NON12,16,0.3,-2,0.7
CCOC(=O)c1ccc(N=c2oc3c(OCC)cccc3cc2-c2nc3ccccc3[nH]2)cc1,1,-0.1,-35,2.6
COc1ccc(OC)c(/C=C2/C(=O)NC(=O)N(c3ccc(C(C)C)cc3)C2=O)c1,8,0.1,1,1.2
O=C(O)Cn1ncc2c1-c1ccoc1CC2,15,-0.1,6,0.5
Cc1ccc2nc(C(F)(F)F)c(C(=O)NCCc3ccccc3)n2c1,8,0.0,-29,-0.2
CC1=C(C(N)=O)C(c2ccco2)C(C#N)=C(SCC(=O)Nc2cccc(C)c2C)N1 (stereo not drawn),-13,-0.1,-2,-0.3
CCCCOC(=O)n1c(=O)oc2ccccc21,4,0.0,-37,-1.5
Cc1cccnc1C(NC(=O)C1CCN(C(=O)c2ccoc2)CC1)c1ccc(F)cc1 (stereo not drawn),8,0.6,-3,-0.4
COc1cccc(NC(=O)CCC2CCN(C(=O)C(C)Cn3cccn3)CC2)c1 (stereo not drawn),-5,-0.1,-6,1.0
COC(=O)c1sccc1S(=O)(=O)N1CCN(c2cccc(C)c2)C(C)C1 (stereo not drawn),-8,-0.2,2,3.6
Cc1cccc(C)c1NC(=O)CSc1nnc(C2CC2)n1CC1CCCO1 (stereo not drawn),-8,-0.1,4,-1.5
Cc1ccn2cc(C(=O)NCc3ccccc3)nc2c1,15,0.9,-15,-1.4
CCOc1cc(/C=C2\C(=O)N(CCOC)C(C)=C2C(=O)OC)ccc1O,-7,-0.1,-5,-0.1

Additional compounds.
SMILES,MITF inh,FBW7 activator,TEAD-YAP inh,GPR151 activ
CCOC(=O)Cc1csc(NC(=O)c2c(O)c3ccccc3n(CC(C)C)c2=O)n1,11,0.1,8,-0.2
CCS(=O)(=O)N1CCN(CC(=O)NC2CCCCC2)CC1,54*,-0.1,0,3.0
COc1cccc(/C=C2\C(=O)NN(c3ccccc3)C2=O)c1O,-13,-0.2,1,0.0
C=C(C)Cn1c(C)cc(C)c(S(=O)(=O)c2ccccc2OC)c1=O,6,0.1,4,-1.3
COC(CNC(=O)c1c(O)nc2ccccn2c1=O)OC,6,-0.1,-8,-1.6
Cc1ccc2c(c1)nnn2C1CCN(S(=O)(=O)c2ccc3ccccc3c2)CC1,-8,-0.1,0,-0.3
CC1CCc2c(sc(NC(=O)c3ccc(Cn4cc([N+](=O)[O-])cn4)o3)c2C#N)C1 (stereo not drawn),14,-0.1,7,1.9
COC(CNC(=O)C(C)C1Sc2ccccc2N(Cc2cc(C)ccc2C)C1=O)OC (stereo not drawn),13,1.3,-7,-0.8
COc1ccc(NC(=O)NCc2noc3ccccc23)cc1OC,4,0.4,-10,-1.6
CCCCN1C(=O)NC(=O)/C(=C\c2cc(OC)c(O)c(OC)c2)C1=O,8,-0.8,4,0.3
COc1ccc(C=C(C#N)C#N)cc1CN1CCOCC1,7,0.1,-2,-0.8
O=C(NC1CCCC1)c1ccc(N2CCC(Cc3ccccc3)CC2)c([N+](=O)[O-])c1,14,0.5,1,-0.4
O=C(NC1CCCC1)c1ccc2c(=O)n(Cc3ccc4c(c3)OCO4)c(=O)[nH]c2c1,-7,0.3,-10,-0.3
O=C(Cn1c2ccccc2c2cn[nH]c(=O)c21)NC1CCCCCC1,5,-0.1,2,0.2
CC(C)Oc1ccccc1C1NC(C(=O)O)CS1 (stereo not drawn),5,0.0,6,-0.5
CCCCCc1c(C)c(C#N)c2nc3ccccc3n2c1NCCCN(C)C,-5,0.2,-1,0.0
O=C(NCCN1Cc2ccccc2OC(c2ccccc2)C1)c1ccc2c(c1)OCCO2 (stereo not drawn),8,0.6,2,-1.5
CC(=O)C(Cc1ccccc1)NC(=O)COc1cccc(C#N)c1 (stereo not drawn),4,-0.1,-8,-0.5
COc1cccc(C(=O)NC(NC(=O)c2cccc(OC)c2)c2ccc3c(c2)OCO3)c1,-13,-0.1,-6,1.0
COc1ccc(NC(=O)CN(C)S(=O)(=O)c2ccc(Br)s2)cc1OC,4,0.1,8,0.7
O=C(O)/C=C\C(=O)N1CCC(N2CCN(c3ccc(F)cc3)CC2)CC1,-2,0.0,-6,3.6
NC(=O)Nc1ccc(C(=O)Nc2ccc(F)c(F)c2)cc1,0,0.0,-10,1.7
O=C(CCC(=O)Nc1ccc(Br)cc1)N/N=C/c1c[nH]c2ccccc12,-10,0.0,6,-1.0
Cc1[nH]c2c(C)cccc2c(=O)c1CN(Cc1ccccc1)Cc1ccccc1,13,0.3,5,-1.3
CCOc1cc(/C=C2\C(=O)NC(=O)N(c3ccc(O)cc3)C2=O)cc(Br)c1O,5,0.1,15,1.7
COc1ccc(NS(=O)(=O)c2ccc(NN=C3CCCCC3)c([N+](=O)[O-])c2)cc1,17,0.0,-16,1.1
CCOc1cc(CN2CCCCC2)ccc1OC,2,0.2,10,0.9
Cc1cc(C)c(S(=O)(=O)Nc2c(C)[nH]c(=O)[nH]c2=O)c(C)c1,11,0.2,-3,-0.3
O=C1c2ccc(Br)cc2C(=O)N1CNc1ccc2c(c1)oc1ccccc12,2,0.1,-47,-1.2
COc1ccc(Cl)cc1S(=O)(=O)N1CCN(CC(=O)c2ccc(F)cc2)CC1,7,0.0,3,1.3

The list continues:
SMILES,MITF inh,FBW7 activator,TEAD-YAP inh,GPR151 activ
Cc1nc2ccc(S(=O)(=O)NC(C(=O)N3CCC(C)CC3)C(C)C)cc2s1 (stereo not drawn),13,0.4,-12,-1.0
CN1CCN(c2ccc(-c3cc(NCCc4ccc(O)cc4)ncn3)cc2)CC1,18,-0.1,-19,-1.6
CC(C)CN(C)C(=O)CC1(c2ccccc2)CC(=O)N(Cc2ccncc2)C1=O (stereo not drawn),8,0.0,-4,1.8
COc1ccc(-n2c(/C=C/c3cccc(OC)c3OC)nc3ccccc3c2=O)cc1OC,-2,-0.1,-7,1.3
CC(NC(=O)CSc1nnc(-c2cccs2)o1)c1ccccc1 (stereo not drawn),18,0.2,7,0.6
Cc1sc2nc(CN(C)C)[nH]c(=O)c2c1C,-10,-0.2,5,-1.0
CN(C)c1cccc(Nc2ccc(N3CCC(C(=O)NCc4nc5ccccc5[nH]4)CC3)nn2)c1,5,-0.3,3,0.9
O=C(CSc1ccc([N+](=O)[O-])cn1)Nc1nc2ccccc2s1,2,-0.1,9,-0.4
CCCCOc1ccc(NC(=O)Cn2nc(-c3ccccc3OC)ccc2=O)cc1,-2,-0.1,2,1.0
CCOC(=O)Cn1c(=O)oc2cc(S(=O)(=O)NCC3CCCO3)ccc21 (stereo not drawn),3,0.0,-1,-0.6
O=C(COc1ccccc1)Nc1nnc(S(=O)(=O)N2CCCCC2)s1,-2,0.1,3,1.4
CC(C)(C)C(=O)COC(=O)c1ccc2c(c1)S(=O)(=O)c1ccccc1C2=O,-12,0.1,-13,0.6
CC1(C)CC(N2CC(O)=C(c3nc(-c4ccc(F)cc4)cs3)C2=N)CC(C)(C)N1,-1,-0.2,-14,-2.6
Cc1cc(=O)oc2ccc(OC(=O)COc3ccc(F)cc3)cc12,4,-0.1,-5,4.1
O=C(NCCCS(=O)(=O)N1CCN(c2ccccc2F)CC1)c1ccco1,9,0.5,6,-1.1
COc1cccc(-c2nn3c(Cc4ccccc4)nnc3s2)c1,17,0.3,-15,2.2
COc1ccc(Cl)cc1N1C(=O)C2CCCN2C1c1ccccc1 (stereo not drawn),6,0.8,2,0.6
CS(=O)(=O)c1ccc(-c2cccc3c2OC(CNC(=O)c2ccnc(Cl)c2)C3)cc1 (stereo not drawn),13,0.1,5,0.4
Cc1cnc(-c2csc3ccccc23)nc1NCc1nc2ccccc2[nH]1,16,0.3,6,0.0
COc1ccc(OCC(=O)N/N=C(\C)CC(=O)NCCc2ccc(OC)c(OC)c2)cc1,10,0.1,11,0.5
O=C(Nc1nccs1)C1CCC(CNc2c(N3CCOCC3)c(=O)c2=O)CC1 (stereo not drawn),7,0.7,9,-1.5
C/C(=N/NC(=O)COc1ccc(Cl)cc1[N+](=O)[O-])c1cccc(Br)c1,-3,-0.1,-3,-0.6
COc1cc(C)c(C2C(C#N)=C(N)Oc3n[nH]c(C)c32)cc1C (stereo not drawn),-12,-0.2,2,-0.9
O=C1N[C@@H](CO)C(=O)N2CCN(C(=O)c3cc(F)ccc3F)C[C@H]12,4,0.1,8,-0.5
O=C(NCc1ccccc1)N(Cc1ccsc1)C1CC1,14,0.8,-4,4.7
CCCCC1=NN2C(=N)/C(=C/c3ccc(OCc4ccccc4Cl)c(OC)c3)C(=O)N=C2S1,2,0.1,-12,-0.1
Cc1cc(C)c(NC(=O)C2CCN(C(=O)N3CCOc4ccccc43)CC2)c(C)c1,5,-0.2,8,-2.1
CCc1nc2nc(C)cc(Nc3ccc(C)c(F)c3)n2n1,-3,-0.2,-1,0.7
CNC(=O)c1cc2sccc2nc1C,14,0.6,4,0.4
Cc1ccccc1-n1c(-c2cccc([N+](=O)[O-])c2)n[nH]c1=S,3,-0.1,-5,4.2
CC1=NN(c2ccc(Cl)c(Cl)c2)C(=O)/C1=C\c1cccc(I)c1,-3,0.1,12,-1.2

Of the compounds above, 11 have an NH in an aromatic ring.
SMILES,MITF inh,FBW7 activator,TEAD-YAP inh,GPR151 activ
CCOC(=O)c1ccc(N=c2oc3c(OCC)cccc3cc2-c2nc3ccccc3[nH]2)cc1,1,-0.1,-35,2.6
O=C(NC1CCCC1)c1ccc2c(=O)n(Cc3ccc4c(c3)OCO4)c(=O)[nH]c2c1,-7,0.3,-10,-0.3
O=C(Cn1c2ccccc2c2cn[nH]c(=O)c21)NC1CCCCCC1,5,-0.1,2,0.2
O=C(CCC(=O)Nc1ccc(Br)cc1)N/N=C/c1c[nH]c2ccccc12,-10,0.0,6,-1.0
Cc1[nH]c2c(C)cccc2c(=O)c1CN(Cc1ccccc1)Cc1ccccc1,13,0.3,5,-1.3
Cc1cc(C)c(S(=O)(=O)Nc2c(C)[nH]c(=O)[nH]c2=O)c(C)c1,11,0.2,-3,-0.3
Cc1sc2nc(CN(C)C)[nH]c(=O)c2c1C,-10,-0.2,5,-1.0
CN(C)c1cccc(Nc2ccc(N3CCC(C(=O)NCc4nc5ccccc5[nH]4)CC3)nn2)c1,5,-0.3,3,0.9
Cc1cnc(-c2csc3ccccc23)nc1NCc1nc2ccccc2[nH]1,16,0.3,6,0.0
COc1cc(C)c(C2C(C#N)=C(N)Oc3n[nH]c(C)c32)cc1C (stereo not drawn),-12,-0.2,2,-0.9
Cc1ccccc1-n1c(-c2cccc([N+](=O)[O-])c2)n[nH]c1=S,3,-0.1,-5,4.2
